PGC1a acetyl inh – lowers PGC1a acetylation signal in U2OS cells; 350,000 tested, 0.17% active; inhibition, % at 15.6 µM; AlphaScreen anti-acetyl-lysine; with virally co-expressed GCN5 acetyltransferase;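 active = every replicate shows inhibition of at least 40%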;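 also: 0% = neutral control wells and 100% = positive control wells; some results beyond the cut were filed as inactive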
Cneo AK release – Cryptococcus neoformans lysis via adenylate kinase release. 360,000 tested, 0.2% active. C. neoformans lysis, adenylate kinase release luminescence, 4 h; normalised: neutral wells 0, clomiphene wells 100. lysis activity, % at 15 µM;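 active = mean lysis activity across replicates of at least 80%, whatever share of replicates individually reach that level; inactive = mean lysis activity below 80%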
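Assay system: log-phase C. neoformans yeast / Quantity: yeast cell density of 5 × 10^6 cells/mL / Medium: fresh YPD growth medium / Compound: single dose / Timing: static 4 h at 37 °C with compound, 1 h detection / Measured by: adenylate kinase release luminescence / Read-out: lysis from increased AK signal / Benchmarks: Clomiphene as positive lysis control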
S100A4 MyoIIA – inhibitors of human S100A4 binding to myosin IIA peptide; P26447; S100A4/TAMRA-MyoIIA peptide fluorescence polarization; inhibition, % at 10.7 µM; 360,000 tested, 0.14% active; AID 652163;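 active = mean inhibition of at least 70% across replicates, with every replicate also reaching that level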
Target sequence (P26447 whole entry, looked up): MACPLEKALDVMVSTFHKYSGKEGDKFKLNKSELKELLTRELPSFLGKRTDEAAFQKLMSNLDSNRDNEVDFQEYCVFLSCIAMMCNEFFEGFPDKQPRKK
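System – human S100A4 monomer protein, biochemical binding assay · Buffer or medium – Calcium-containing HEPES buffer, pH 7.2 · Timing – 5 min between mix addition and reading · Also added – TAMRA-labelled myosin IIA heavy-chain peptide probe, 5 nM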
C2C12 statin – suppressors of simvastatin-induced myotoxicity in C2C12 myotubes. ATP luminescence, 48 h; scaled: DMSO 0, geranylgeraniol control 100. rescue of ATP level, % at 7.49 µM. 330,000 tested, 0.78% active. AID 602340;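 active = mean ATP rescue above about 67%, or every replicate alone reaching that limit, limit read from the data, passing the limit was not always enough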;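 also: myotubes were challenged with 10 µM simvastatin during compound exposure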
Xi reactivation – activators of X-chromosome reactivation in mouse fibroblasts | XiGFP mouse fibroblasts, % GFP-positive cells imaging, 3 d; cells co-treated with 5-aza-dC sensitizer; scaled so ellipticine positive control = 100% | activation, % at 7.58 µM | 360,000 tested, 0.055% active | AID 743238;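 active = mean normalized replicate activation at least 10% and every replicate at or above 10%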;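 also: 0% = median of on-plate neutral control wells and 100% = ellipticine 6 µM median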
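System: 68-5-11 XiGFP fibroblast line | Buffer or medium: DMEM containing 5-aza-dC | Compound: Single point | Times: Compounds 3 days, fix/stain 15 min at room temperature | Benchmarks: Positive control ellipticine, 6 µM final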
LGR2 inh – Drosophila LGR2 receptor signaling inhibition; HEK293 LGR2, CRE-luciferase, bursicon-stimulated, 4 h; inhibition, % at 9.99 µM; 380,000 tested, 0.35% active;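 active = drop in luminescence signal, shown as inhibition above about 50% in the replicate tests, limit read from the data, passing the limit was not always enough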;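 also: agonist challenge used bursicon conditioned medium at about half maximal strength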
ERAP1 HTS inh – ERAP1 (human) enzyme inhibition; Q9NZ08; recombinant ERAP1, Leu-AMC fluorescence, 60 min; inhibition, % at 10.7 µM; 340,000 tested, 0.15% active;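 active = mean replicate inhibition of at least 30%, or all replicates individually reaching that 30% level; inactive = mean below 30% and not every replicate reaching it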;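 also: 0% = neutral control wells and 100% = L-leucinethiol positive control wells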
Target sequence (Q9NZ08 whole entry, looked up): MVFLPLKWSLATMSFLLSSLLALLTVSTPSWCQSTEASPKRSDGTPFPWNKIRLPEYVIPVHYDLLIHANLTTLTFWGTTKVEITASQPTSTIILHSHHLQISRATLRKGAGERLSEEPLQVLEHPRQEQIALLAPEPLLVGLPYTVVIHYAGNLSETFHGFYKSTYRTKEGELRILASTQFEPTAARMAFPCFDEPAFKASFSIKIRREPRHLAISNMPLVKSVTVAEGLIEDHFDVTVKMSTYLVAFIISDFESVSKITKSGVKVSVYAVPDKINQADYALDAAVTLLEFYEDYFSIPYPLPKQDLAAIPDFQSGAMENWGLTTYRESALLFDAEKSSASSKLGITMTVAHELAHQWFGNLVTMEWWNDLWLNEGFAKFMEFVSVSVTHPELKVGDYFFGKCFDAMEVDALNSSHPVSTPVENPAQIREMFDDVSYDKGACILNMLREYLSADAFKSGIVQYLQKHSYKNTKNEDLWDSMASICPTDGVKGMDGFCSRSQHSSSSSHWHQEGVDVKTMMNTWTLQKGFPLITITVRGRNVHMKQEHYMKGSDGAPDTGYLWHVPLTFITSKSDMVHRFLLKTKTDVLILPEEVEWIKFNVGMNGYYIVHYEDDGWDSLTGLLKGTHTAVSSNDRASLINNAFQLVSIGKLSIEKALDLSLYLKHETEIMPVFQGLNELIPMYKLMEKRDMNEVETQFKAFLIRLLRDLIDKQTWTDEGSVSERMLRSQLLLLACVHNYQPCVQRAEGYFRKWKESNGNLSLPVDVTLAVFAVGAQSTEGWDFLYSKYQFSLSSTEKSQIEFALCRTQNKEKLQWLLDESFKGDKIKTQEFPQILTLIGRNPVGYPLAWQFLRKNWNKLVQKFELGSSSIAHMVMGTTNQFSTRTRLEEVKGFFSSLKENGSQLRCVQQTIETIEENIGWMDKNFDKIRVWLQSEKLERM
SIRT5 inh – inhibitors of human sirtuin-5 desuccinylase; inhibition, % at 15 µM; 330,000 tested, 1.1% active; Purified SirT5, succinyl-peptide AMC, trypsin-coupled fluorescence; in the data active = inhibition above about 15%
* marks the source's active call; other numbers are inactive results.

For CCC(C)NC(=O)CCCCCn1c(=O)[nH]c2cc(OC)c(OC)cc2c1=O (stereo unspecified) the results were Cneo AK release 1, S100A4 MyoIIA 0, C2C12 statin -1, LGR2 inh 2, ERAP1 HTS inh -2 and SIRT5 inh -4.
`O=C(C[C@H]1CC[C@@H]2[C@H](COC[C@H](O)CN2C(=O)c2ccc(F)cc2)O1)N1CCCCC1` gave PGC1a acetyl inh 1, Cneo AK release 1, S100A4 MyoIIA -1, C2C12 statin 17, Xi reactivation 0.1, LGR2 inh -4, ERAP1 HTS inh -2 and SIRT5 inh -1.
`COc1ccc(C(=O)Nc2cccnc2)cc1S(=O)(=O)N1CCOCC1` gave Cneo AK release 1, S100A4 MyoIIA 3, C2C12 statin -1, LGR2 inh 7, ERAP1 HTS inh 1 and SIRT5 inh 8.
`O=C(NCc1ccccc1)[C@H]1CCCN1C(=O)[C@H]1CCCN1C(=O)C1CCCCC1` gave S100A4 MyoIIA 2, Xi reactivation 0.2, LGR2 inh -22 and ERAP1 HTS inh -5.
CC1(C)C(=O)Nc2ccccc2N1C(=O)COc1cccnc1[N+](=O)[O-] was read as PGC1a acetyl inh 0, S100A4 MyoIIA 26, Xi reactivation 0.0, LGR2 inh 26, ERAP1 HTS inh -2 and SIRT5 inh 3.
O=C1CC2(CCCCC2)Oc2ccc(OCC(=O)N3CCOCC3)cc21 was read as PGC1a acetyl inh 2, Cneo AK release -1, S100A4 MyoIIA 3, LGR2 inh -4, ERAP1 HTS inh -7 and SIRT5 inh -9.
For COc1cc(C(=O)N2CCN(C(=O)c3cccc4ccccc34)CC2)cc(OC)c1OC the results were PGC1a acetyl inh 8, Cneo AK release 3, S100A4 MyoIIA -1, C2C12 statin -25, Xi reactivation 0.0, LGR2 inh 0, ERAP1 HTS inh -1 and SIRT5 inh 0.
Cc1cc(C)c[n+](-c2nc3ccccc3nc2[N-]S(=O)(=O)c2ccc(Br)s2)c1 was read as PGC1a acetyl inh 1, Cneo AK release -2, S100A4 MyoIIA 2, C2C12 statin 6, Xi reactivation 0.2, LGR2 inh -12, ERAP1 HTS inh 1 and SIRT5 inh 2.
C[C@@H]1CN([C@@H](C)CO)C(=O)c2cccc(NC(=O)Nc3ccc(F)cc3)c2O[C@@H]1CN(C)S(=O)(=O)c1cn(C)cn1 was read as PGC1a acetyl inh -33, C2C12 statin 12, Xi reactivation 0.1 and LGR2 inh 15.
O=C(CC1CCCC1)N[C@H](C(=O)N1CCC[C@H]1C(=O)NC1CCCC1)C1CCCCC1 was read as S100A4 MyoIIA -3, Xi reactivation 0.1, LGR2 inh 36, ERAP1 HTS inh 3 and SIRT5 inh 0.
`CO[C@@H]1CN(C)C(=O)c2cc(NC(C)=O)ccc2OC[C@@H](C)N(C(=O)CC2CC2)C[C@H]1C` gave PGC1a acetyl inh 10, Cneo AK release 2, S100A4 MyoIIA -9, C2C12 statin -17 and ERAP1 HTS inh -1.
O=C(C[C@@H]1C[C@H]2c3cc(NC(=O)Nc4ccc(C(F)(F)F)cc4)ccc3O[C@H]2[C@H](CO)O1)NCc1cccnc1 was read as PGC1a acetyl inh -2, Cneo AK release 1, S100A4 MyoIIA 6, C2C12 statin 5, Xi reactivation 0.2, LGR2 inh 4, ERAP1 HTS inh 0 and SIRT5 inh 9.
For O=C(Cn1cccc(C(F)(F)F)c1=O)c1ccc(Cl)cc1 the results were PGC1a acetyl inh 12, Cneo AK release -2, S100A4 MyoIIA -4, C2C12 statin -2, Xi reactivation 0.0, LGR2 inh -2 and SIRT5 inh -2.
Screening COc1ccccc1-c1ccc2c(c1)[C@H]1[C@H](CCN1Cc1ccccc1F)[C@@H](CO)N2 returned PGC1a acetyl inh -19, S100A4 MyoIIA -3, Xi reactivation 0.1, LGR2 inh 8, ERAP1 HTS inh -2 and SIRT5 inh 5.
For O=C(COc1ccccc1Cl)NCc1ccccc1 the results were PGC1a acetyl inh 5, Cneo AK release -3, S100A4 MyoIIA 2, C2C12 statin 7, Xi reactivation -0.1, LGR2 inh -30, ERAP1 HTS inh -4 and SIRT5 inh -4.
For Cc1[nH]c(SCC(=O)Nc2cc(S(C)(=O)=O)ccc2Cl)nc1Cc1ccccc1 the results were Cneo AK release -1, S100A4 MyoIIA -2, C2C12 statin 1, Xi reactivation -0.1, LGR2 inh -9, ERAP1 HTS inh -7 and SIRT5 inh -3.
`CCCCOP(=O)(OCCCC)C(Nc1ccccc1)c1ccc2c(c1)OCO2` (stereo unspecified) gave S100A4 MyoIIA 11, Xi reactivation 0.0, LGR2 inh 7 and ERAP1 HTS inh 0.
Screening CC(C)(C)OC(=O)NCCCCCc1nnc(SCc2ccc(F)cc2)o1 returned PGC1a acetyl inh -17, Cneo AK release 2, S100A4 MyoIIA 3, Xi reactivation 0.0 and SIRT5 inh -3.
`Cc1cc(NC(=O)c2ccc(Cl)c([N+](=O)[O-])c2)no1` gave PGC1a acetyl inh 4, Cneo AK release 1, S100A4 MyoIIA -8, Xi reactivation 0.1, LGR2 inh 5, ERAP1 HTS inh 0 and SIRT5 inh -5.
C[C@@H]1CN([C@@H](C)CO)C(=O)c2cc(NC(=O)Nc3cccc4ccccc34)ccc2O[C@@H]1CN(C)CC1CCCCC1 was read as PGC1a acetyl inh -10, Cneo AK release 4, S100A4 MyoIIA 6, C2C12 statin -11, Xi reactivation -0.1, LGR2 inh -21, ERAP1 HTS inh 1 and SIRT5 inh 9.
For CC(Oc1ccccc1)C(=O)NNC(=O)c1cccs1 (stereo unspecified) the results were PGC1a acetyl inh 3, Cneo AK release -2, S100A4 MyoIIA 1, C2C12 statin -11, Xi reactivation 0.1, LGR2 inh 26, ERAP1 HTS inh 1 and SIRT5 inh -6.
For CN(C)C(=O)c1cccc(-c2ccc([C@H]3[C@@H](CO)N4CCCCN(Cc5cccnc5)C[C@@H]34)cc2)c1 the results were PGC1a acetyl inh -4, Cneo AK release 1, S100A4 MyoIIA 12, Xi reactivation 0.0, LGR2 inh 5, ERAP1 HTS inh 0 and SIRT5 inh 4.
Screening CCN(CC)C(=S)Nc1ccc2nc3n(c(=O)c2c1)CCCCC3 returned PGC1a acetyl inh 5, Cneo AK release 0, S100A4 MyoIIA -3, C2C12 statin -10, Xi reactivation 0.0, LGR2 inh 16, ERAP1 HTS inh 2 and SIRT5 inh 1.
Screening O=C(c1ccccn1)N1CC(=O)N2[C@@H](CO)[C@@H](c3ccc(C#CCc4ccccc4)cc3)[C@@H]2C1 returned PGC1a acetyl inh 5, S100A4 MyoIIA 15, Xi reactivation 0.1, LGR2 inh 7, ERAP1 HTS inh -1 and SIRT5 inh 3.
Nn1c(C2COc3ccccc3O2)n[nH]c1=S (stereo unspecified) was read as PGC1a acetyl inh 6, S100A4 MyoIIA -2, C2C12 statin 11, Xi reactivation -0.2, LGR2 inh 4 and SIRT5 inh -2.
CN(C(=O)COc1ccccc1)C1CCS(=O)(=O)C1 (stereo unspecified) was read as S100A4 MyoIIA -3, Xi reactivation 0.4, LGR2 inh 2, ERAP1 HTS inh -2 and SIRT5 inh -1.
Screening C[C@@H]1CCCCO[C@H](CN(C)C(=O)CCC(F)(F)F)[C@@H](C)CN([C@H](C)CO)C(=O)c2cc(NS(=O)(=O)c3cccs3)ccc2O1 returned PGC1a acetyl inh 4, Cneo AK release 0, Xi reactivation -0.2 and LGR2 inh -43.
Cc1csc(C(C)NC(=O)c2ccc(OC3CCN(CCc4ccccc4)CC3)cc2)n1 (stereo unspecified) was read as PGC1a acetyl inh 19, Cneo AK release -1, S100A4 MyoIIA 1, C2C12 statin 22, Xi reactivation 0.0, LGR2 inh 13, ERAP1 HTS inh 1 and SIRT5 inh -1.
Screening O=C(COC(=O)/C=C/c1ccccc1Cl)NCC1CCCO1 (stereo unspecified) returned PGC1a acetyl inh 3, Cneo AK release 3, S100A4 MyoIIA -1, C2C12 statin 1, Xi reactivation 0.2, LGR2 inh -26 and ERAP1 HTS inh -3.
Cc1cccc(C)c1NC(=O)NC1CCc2ccccc21 (stereo unspecified) was read as PGC1a acetyl inh 0, Cneo AK release -1, S100A4 MyoIIA -1, C2C12 statin 9, Xi reactivation 0.0, LGR2 inh 4, ERAP1 HTS inh 1 and SIRT5 inh -6.

A section from further up, as a working copy:
Screening O=C(COC(=O)/C=C/c1ccccc1Cl)NCC1CCCO1 (stereo unspecified) returned PGC1a acetyl inh 3, Cneo AK release 3, S100A4 MyoIIA -1, C2C12 statin 1, Xi reactivation 0.2, LGR2 inh -26 and ERAP1 HTS inh -3.
Cc1cccc(C)c1NC(=O)NC1CCc2ccccc21 (stereo unspecified) was read as PGC1a acetyl inh 0, Cneo AK release -1, S100A4 MyoIIA -1, C2C12 statin 9, Xi reactivation 0.0, LGR2 inh 4, ERAP1 HTS inh 1 and SIRT5 inh -6.

Further compounds follow.
For COc1ccc(-c2nnc(Nc3ccc(OC)c(C(=O)N4CCCCC4)c3)c3ccccc23)cc1 the results were PGC1a acetyl inh 12, Cneo AK release -2, C2C12 statin -5, Xi reactivation -0.1 and LGR2 inh -33.
Screening O=C(Cc1ccccc1)N[C@@H]1CC[C@@H](CC(=O)N2CCOCC2)O[C@@H]1CO returned PGC1a acetyl inh 5, Cneo AK release 13, S100A4 MyoIIA 13, C2C12 statin -7, Xi reactivation -0.3, LGR2 inh -17, ERAP1 HTS inh 4 and SIRT5 inh 0.
`Cc1ccc2c(CN3CC(C)CC(C)C3)cc(=O)oc2c1` (stereo unspecified) gave PGC1a acetyl inh -3, Cneo AK release 0, S100A4 MyoIIA 0, C2C12 statin 5, Xi reactivation 0.0, LGR2 inh -15, ERAP1 HTS inh -1 and SIRT5 inh -4.
Screening Cc1noc(C)c1NC(=O)Nc1ccc2c(c1)C(=O)N(C)[C@@H]1CC[C@@H](CC(=O)N(C)C)O[C@H]1CO2 returned PGC1a acetyl inh 0, Cneo AK release 5, S100A4 MyoIIA 13, C2C12 statin -5, Xi reactivation 0.0, LGR2 inh -2, ERAP1 HTS inh -1 and SIRT5 inh 6.
Screening COc1cc(-c2[nH]ncc2CN2CCN(c3cccc(C)n3)CC2)cc(OC)c1OC returned PGC1a acetyl inh -23, Cneo AK release 4, S100A4 MyoIIA 0, C2C12 statin 7, Xi reactivation -0.1, LGR2 inh -3, ERAP1 HTS inh 0 and SIRT5 inh -1.
COc1ccc(C#Cc2cnc3c(c2)C(=O)N([C@H](C)CO)C[C@H](C)[C@H](CN(C)C(=O)Nc2ccccc2)O3)cc1OC was read as PGC1a acetyl inh -17, Cneo AK release 6, S100A4 MyoIIA 1, C2C12 statin 18, Xi reactivation -0.3, LGR2 inh -8, ERAP1 HTS inh -3 and SIRT5 inh 0.
For COc1ccc(S(=O)(=O)NC(=O)C2(C)CCN2C(=O)Cc2cc(F)ccc2F)cc1 (stereo unspecified) the results were Cneo AK release -2, S100A4 MyoIIA 1, C2C12 statin -11, Xi reactivation 0.1, LGR2 inh 4, ERAP1 HTS inh -7 and SIRT5 inh -3.
For CNC(=O)C[C@@H]1CC[C@H]2[C@@H](COC[C@H](O)CN2S(=O)(=O)c2ccccc2Cl)O1 the results were PGC1a acetyl inh -2, Cneo AK release 1, C2C12 statin -37, Xi reactivation 0.3 and LGR2 inh 0.
CCn1ncc(-c2cc(C(=O)O)no2)c1C was read as S100A4 MyoIIA -1, Xi reactivation 0.0, LGR2 inh 1, ERAP1 HTS inh 0 and SIRT5 inh 1.

Source: PubChem BioAssay

Not all compounds are listed, so the mix of outcomes need not match the whole.
